# Source: PubChem (National Center for Advancing Translational Sciences (NCATS))
# PI5P4K alpha inh – inhibitors of human PI5P4K alpha. P48426. PI5P4Kalpha enzyme, ADP-Glo luminescence, 60 min; hits give low values. max response, %. 330,000 tested, 1.2% active; active means max response of -50% or lower; inconclusive means between -30% and -50%; inactive means -30% or higher; further: value at the top dose of about 77 µM; on the % scale 0 is the no-effect control and ±100 the full control effect
# Target sequence (P48426 whole entry, looked up): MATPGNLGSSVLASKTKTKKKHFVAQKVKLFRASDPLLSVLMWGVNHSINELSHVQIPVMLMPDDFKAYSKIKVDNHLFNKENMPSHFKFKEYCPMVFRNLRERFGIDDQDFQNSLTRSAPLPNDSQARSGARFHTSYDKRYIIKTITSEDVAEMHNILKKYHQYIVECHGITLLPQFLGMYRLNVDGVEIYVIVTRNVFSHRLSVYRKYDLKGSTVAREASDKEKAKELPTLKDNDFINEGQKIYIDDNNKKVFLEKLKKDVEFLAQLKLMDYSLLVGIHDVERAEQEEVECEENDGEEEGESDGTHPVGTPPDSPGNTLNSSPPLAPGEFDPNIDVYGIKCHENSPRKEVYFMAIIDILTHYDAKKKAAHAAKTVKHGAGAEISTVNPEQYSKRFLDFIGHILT
#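 PI5P4Kalpha ADP-Glo assay; 5 microM ATP final; 60 min RT reaction; HEPES pH 7.4/EGTA/CHAPS, 5% DMSO; controls lacking substrate or enzyme; luminescent end-point.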
# EPAC1 antagonist – antagonists of human EPAC1 | EPAC1 GEF assay, Rap1b-BODIPY-GDP exchange fluorescence | O95398 | AID 720709 | 360,000 tested, 0.14% active | Potency, µM (doses to about 115 µM), for inactives: at the top dose activity change, negative = inhibition, usual class: inhibitors;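 further: potency means the concentration at half of the fitted maximal effect; plate controls were vehicle for no effect and positive control for full effect; nearly all actives have a fitted effect of over 50% in size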
# EPAC1 ag – EPAC1 (human) agonism; O95398; AID 720707; EPAC1 agonist qHTS, biochemical assay; response scale: 100% = response to 6.5 mM cAMP; Potency, µM (top dose mostly 154 µM), without a hit: at the top dose activation, usual class: activators; 360,000 tested, 0.073% active; further: potency means the concentration at half of the fitted maximal effect; nearly all actives have a fitted effect of over 60% in size
#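 EPAC1 100 nM, Rap1B–BODIPY-GDP 250 nM, unlabeled GDP 50 uM; compound titration; 5 min RT; kinetic read ex480/em540 at 5-min intervals ×30 min; data normalized to 6.5 mM cAMP agonist control.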
# aSyn yeast inh – rescues yeast growth from alpha-synuclein toxicity. Yeast expressing alpha-synuclein, growth rescue, BacTiter-Glo, 24 h. Potency, µM (highest dose often 46.1 µM), without a hit: at the highest dose growth rescue (activation), actives largely listed as activators. 370,000 tested, 0.14% active; further: potency means the concentration at half of the fitted maximal effect; % of control where 0% means no effect; nearly all actives have a fitted effect of over 65% in size
#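 Rescue of yeast growth: cells expressing toxic alpha-synuclein, induced in galactose at OD600 0.02, incubated with compound 24 h at 30 C. ATP luminescence quantified growth; inhibitors of toxicity appear as activators.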
# WRN inhibitor – WRN helicase (human) inhibition. 360,000 tested, 0.46% active. Q14191. AID 651768. Potency, µM (titrated, usually from 114 µM), inactives show top-dose activity change, negative = inhibition, hits mostly inhibitors. WRN helicase unwinding, fluorescent forked duplex, kinetic; further: potency means the concentration at half of the fitted maximal effect; on the % scale 0 is the no-effect control and ±100 the full control effect; nearly all actives have a fitted effect of over 55% in size
#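 Fluorescence dequenching readout, ex 525 nm/em 598 nm, kinetic mode: forked duplex DNA (100 nM final) with adjacent fluorophore and quencher unwound by WRN (20 nM final) with 2 mM ATP. Compound preincubation 15 min, room temperature.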
# FUS suppressor – FUS proteinopathy suppression in yeast; S. cerevisiae FUS-expressing, growth rescue, OD600, 24 h; Potency, µM (series often up to 76.6 µM), for inactives: top-dose growth rescue (activation), actives largely listed as activators; 390,000 tested, 0.24% active;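 further: potency means the concentration at half of the fitted maximal effect; plate controls were DMSO vehicle for no effect and reference control for full effect; nearly all actives have a fitted effect of over 55% in size; some results filed as inactive show a strong effect at the top dose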
#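 Toxicity suppression screen in FUS-yeast. Cells induced with 2% galactose, starting OD 0.005, treated 24hr at 30C with compounds at multiple final concentrations; growth by OD600.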
# PLK1 PBD inh – blocks phosphopeptide binding to human PLK1 polo-box domain; P53350; Plk1 PBD binding of FITC phosphopeptide, fluorescence polarization; Potency, µM, for inactives: max response, negative = inhibition, actives largely listed as inhibitors; 360,000 tested, 2.8% active; AID 720504; further: potency means the concentration at half of the fitted maximal effect; series mostly up to about 57 µM; on the % scale 0 is the no-effect control and ±100 the full control effect; nearly all actives have a fitted effect of over 65% in size
# Target sequence (P53350 whole entry, looked up, the tested form may be a part): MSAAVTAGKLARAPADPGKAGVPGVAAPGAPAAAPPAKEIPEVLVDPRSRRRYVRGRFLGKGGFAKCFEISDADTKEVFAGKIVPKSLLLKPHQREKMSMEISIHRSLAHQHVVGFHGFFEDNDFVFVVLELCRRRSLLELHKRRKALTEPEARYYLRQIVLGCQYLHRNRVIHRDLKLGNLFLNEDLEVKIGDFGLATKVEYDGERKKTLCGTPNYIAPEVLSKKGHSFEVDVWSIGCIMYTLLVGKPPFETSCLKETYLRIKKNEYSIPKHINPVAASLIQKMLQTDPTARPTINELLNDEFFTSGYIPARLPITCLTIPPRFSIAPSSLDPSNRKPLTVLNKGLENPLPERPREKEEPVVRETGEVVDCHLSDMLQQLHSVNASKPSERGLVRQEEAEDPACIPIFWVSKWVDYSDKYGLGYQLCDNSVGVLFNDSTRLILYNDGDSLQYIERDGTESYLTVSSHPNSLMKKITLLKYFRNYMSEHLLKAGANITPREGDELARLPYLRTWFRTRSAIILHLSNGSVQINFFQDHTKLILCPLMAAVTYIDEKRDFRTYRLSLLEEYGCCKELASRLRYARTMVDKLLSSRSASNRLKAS
# IL-2 act – activators of IL-2 | IL-2 activation reporter assay, cell-based qHTS; stimulated with anti-CD3/CD4/CD28 beads; in transgenic mouse T cells | activation, % (series mostly up to about 46 µM) | AID 652025 | 360,000 tested, 0.065% active; in the data active means activation above about 50%; inconclusive means mostly about 30% to 49%; further: 0% is about no effect
#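 Readout: EGFP and DsRed signals by fluorescent plate cytometry. Unstimulated transgenic mouse T cells received compound 60 min before antibody-bead stimulation, then incubated 18 h at 37 degrees C.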
# Abeta rescue – compounds reversing amyloid beta toxicity in yeast. yeast expressing A-beta42, growth rescue, OD600, 48 h; response scale: 0% DMSO, 100% iron-clioquinol control. Potency, µM (top dose mostly 46.1 µM), for the others: top-dose growth rescue, actives largely listed as activators. 410,000 tested, 0.063% active. AID 1347071; further: potency means the concentration at half of the fitted maximal effect; nearly all actives have a fitted effect of over 55% in size
#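 Yeast growth medium received pinned compounds, then yeast cells expressing toxic A-beta were added; plates incubated at 30 C for 48 hr. Growth read as absorbance at 600 nm, normalized to DMSO and equimolar FeCl3 plus clioquinol controls.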
# * hit, by the source's call; ? = inconclusive; . = no result given; & = joins results of further samples; [ ] = another dose, or the depositor's remark. Unless noted, the call rests on the fitted dose curve; in most records, active means well fitted curve in the direction sought with a large enough effect; inconclusive means small, poorly fitted or top-dose-only effect, or another doubt; inactive means no such curve, though single readings can be large; an effect the other way counts as inactive or inconclusive.
SMILES,PI5P4K alpha inh,EPAC1 antagonist,EPAC1 ag,aSyn yeast inh,WRN inhibitor,FUS suppressor,PLK1 PBD inh,IL-2 act,Abeta rescue
CCC(C)NC(=O)CN1c2cccc3cccc(c23)S1(=O)=O (stereo not given),-2,-5%,-1%,4%,-7%,-19%,-8%,0.1,1%
Cc1ccc(C(=O)Nc2cccc(C(=O)N/N=C/c3ccc(O)cc3)c2)cc1,-8,-7%,11%,-13%,-15%,14%,-7%,-0.4,-11%
CCCN1CCN(CCCNC(=O)C2CCCN(c3nc4ccc(OCC)cc4s3)C2)CC1 (stereo not given),.,4%,-7%,-8%,-3%,-29%,-7%,-1.6,8%
CN=C(Nc1cc(Cl)ccc1Cl)SC1CC(=O)N(c2ccc(C(=O)OC)cc2)C1=O (stereo not given),25,-4%,26%,?,-10%,?,-1%,-0.4,?
O=C(c1cccc(Cl)c1)N1CCN(C(=O)c2ccccc2F)CC1,1,4%,5%,7%,-5%,-1%,-3%,-0.4,18%
O=C(COc1ccc(/C=N/NS(=O)(=O)c2ccccc2)cc1)Nc1ccccc1,-10,1%,1%,1%,-18%,.,-9%,-1.3,-11%
COc1ccc2[nH]c(=O)c(C(c3nnnn3C3CCCCC3)N3CCN(C)CC3)cc2c1 (stereo not given),.,9%,4%,-9%,6%,16%,-2%,-2.3,-10%
O=C(/C=C/c1ccc(F)cc1)NCc1cccs1,-7,-4%,7%,-1%,2%,-24%,-18%,-0.7,18%
C[C@@H]1CCCCO[C@H](CN(C)S(=O)(=O)c2ccccc2)[C@@H](C)CN([C@H](C)CO)C(=O)c2cc(NC(=O)Cc3ccccc3)ccc2O1,-1,5%,-4%,0%,-4%,?,-8%,0.1,3%
COc1ccccc1CCC(=O)Nc1nccs1,0,-9%,-2%,-6%,-5%,19%,1%,-2.1,-2%
CCN(CC(=O)Nc1c(F)cccc1F)C(=O)Cn1[nH]c(=O)c2ccccc2c1=O,-1,0%,9%,-4%,0%,-2%,-5%,-0.2,-12%
CCOC(=O)c1nccnc1C(=O)Nc1cccc(C(F)(F)F)c1,2,-21%,-4%,2%,-3%,-2%,-2%,-2.6,13%
c1ccc(C2CC(c3cccs3)Nc3nnnn32)cc1 (stereo not given),-5,3%,-4%,-1%,6%,-7%,1%,-0.4,7%
CCOC(=O)N1CCN(C(=O)COC(=O)CNC(=O)c2ccc(Cl)cc2Cl)CC1,-9,7%,-1%,5%,-4%,-14%,-8%,-2.9,6%
Cc1ccc2c(c1)/C(=C/c1ccccc1)C(=O)N2,2,-3%,3%,?,5%,8%,-16%,1.4,5%

# Pulled one by one from the entries so far:
SMILES,PI5P4K alpha inh,EPAC1 antagonist,EPAC1 ag,aSyn yeast inh,WRN inhibitor,FUS suppressor,PLK1 PBD inh,IL-2 act,Abeta rescue
O=C(c1cccc(Cl)c1)N1CCN(C(=O)c2ccccc2F)CC1,1,4%,5%,7%,-5%,-1%,-3%,-0.4,18%
CCOC(=O)c1nccnc1C(=O)Nc1cccc(C(F)(F)F)c1,2,-21%,-4%,2%,-3%,-2%,-2%,-2.6,13%
CCOC(=O)N1CCN(C(=O)COC(=O)CNC(=O)c2ccc(Cl)cc2Cl)CC1,-9,7%,-1%,5%,-4%,-14%,-8%,-2.9,6%
Cc1ccc(C(=O)Nc2cccc(C(=O)N/N=C/c3ccc(O)cc3)c2)cc1,-8,-7%,11%,-13%,-15%,14%,-7%,-0.4,-11%
CCN(CC(=O)Nc1c(F)cccc1F)C(=O)Cn1[nH]c(=O)c2ccccc2c1=O,-1,0%,9%,-4%,0%,-2%,-5%,-0.2,-12%
CN=C(Nc1cc(Cl)ccc1Cl)SC1CC(=O)N(c2ccc(C(=O)OC)cc2)C1=O (stereo not given),25,-4%,26%,?,-10%,?,-1%,-0.4,?

# The results go on:
SMILES,PI5P4K alpha inh,EPAC1 antagonist,EPAC1 ag,aSyn yeast inh,WRN inhibitor,FUS suppressor,PLK1 PBD inh,IL-2 act,Abeta rescue
COc1cccc(/C=C/C(=O)NNC(=O)CCN2CCN(Cc3ccccc3)CC2)c1,4,-11%,-7%,-4%,4%,1%,-5%,-2.0,-9%
CC(C)c1ccccc1-n1c(SCc2cc(=O)oc3ccc4ccccc4c23)nnc1-c1cccnc1,-18,-4%,6%,13%,?,.,?,-0.5,26%
O=[N+]([O-])c1ccccc1Nc1c2ccccc2nc2ccccc12,6,-10%,8%,-14%,0%,-14%,-1%,-0.7,1%
Cn1c2nc3ccccc3c-2nc2ccccc21,0,-1%,1%,16µM*,-7%,-30%,-7%,-0.3,0%
O=C1[C@H]2[C@@H](c3ccc(Cl)cc3)N3C(=O)N(c4cccc(F)c4)C(=O)[C@@]3(Cc3ccc(Cl)cc3)[C@H]2C(=O)N1C1CCCCC1,-3,-2%,-6%,-1%,1%,5%,-12%,2.7,-7%
CCCc1cc(=O)[nH]c(SCC(=O)N(CCOC)c2c(N)n(Cc3ccccc3)c(=O)[nH]c2=O)n1,-2,12%,4%,2%,3%,4%,0%,-3.1,16%
COC(=O)[C@]1(Cc2ccccc2)N[C@H](CN(C)C(=O)c2ccc(F)cc2)[C@@H]2C(=O)N(C)C(=O)[C@@H]21,6,?,1%,3%,-11%,-13%,-10%,0.2,-5%
O=C(NC1CC1)c1cc2ccccc2o1,0,6%,11%,2%,0%,7%,5%,0.3,-5%
Clc1ccc2nc(-c3ccc(Cl)nc3)[nH]c2c1,-20,?,2%,-11%,-5%,22%,-25%,-3.0,-21%
O=C(c1c[nH]c(C(=O)C(Cl)(Cl)Cl)c1)c1ccccc1F,-24,15%,8%,-3%,-4%,-25%,-24%,-4.0,-35%[inhibitor]
Cc1ccc(S(=O)(=O)N2CCN(c3ccc(C(F)(F)F)cc3[N+](=O)[O-])CC2)cc1,-3,-24%,-7%,18%,1%,12%,7%,-4.2,-25%
COc1cc(OC)c(OC)cc1CN(C)C(c1ccccc1)c1nnnn1-c1ccccc1C (stereo not given),7,-27%,17%,1%,-21%,19%,-1%,-0.4,5%
CCOC(=O)C1(c2nc(N)cs2)COC(=O)C1 (stereo not given),0,1%,-2%,-1%,6%,14%,-10%,-2.3,-4%
COc1cccc(Cn2cnc3c(N)c(C)c(C)cc32)c1,1,-21%,8%,-4%,4%,10%,-10%,-4.1,-2%
O=C(NC1CCN(Cc2ccccc2)C1)c1cc(S(=O)(=O)N2CCOCC2)ccc1Cl (stereo not given),-4,-8%,7%,-1%,3%,6%,-12%,-0.6,0%
CCc1cc2c(=O)c(-c3cnn(-c4ccccc4)c3)coc2c(CN2CCOCC2)c1O,-3,-3%,4%,0%,-2%,-16%,-13%,-1.0,-13%
COc1cccc(C(C)(O)c2nc(-c3ccccc3C)cs2)c1 (stereo not given),16,-10%,6%,2%,-11%,4%,1%,-0.8,29%
c1ccc(CNc2nc(NCc3cccs3)nc3ccsc23)cc1,?,2%,-8%,-2%,-4%,-1%,-6%,-0.6,?
COc1ccc(C2C(C(=O)NCc3ccco3)CCC(=O)N2c2ccc(OC)cc2)cc1 (stereo not given),10,-13%,4%,4%,-3%,3%,-3%,-0.6,5%
O=C(N/N=C/c1ccc2c(c1)OCO2)C(O)c1ccccc1 (stereo not given),-7,-4%,-5%,-10%,7%,-19%,-4%,-2.2,-17%
Cc1ccc(-c2cccc(C(=O)NCc3ccccc3)n2)c2ccccc12,26,13%,-2%,?,7%,21%,3%,-0.6,-9%
Cc1cccc(NC(=S)NC(=O)/C=C/c2ccco2)c1,-64*,?,11%,-13%,?,?,?,-0.5,?
O=C(CNS(=O)(=O)c1cccc(Cl)c1)OCc1csc(-c2ccccc2)n1,20,-3%,1%,?,-12%,.,1%,0.5,9%
CN(C)C(CNc1nnnn1-c1ccccc1)c1ccco1 (stereo not given),-4,0%,-1%,.,8%,-6%,-4%,-1.5,-1%
CN(CCc1cnn(C)c1)Cc1cn(C)nc1-c1ccccc1F,-4,-18%,1%,1%,4%,2%,1%,2.0,-6%
O=[N+]([O-])c1cc2no[n+]([O-])c2cc1N1CCCCC1,-80*,-9%,-5%,-1%,?,.,2.7µM*,-4.8,11%
Cc1ccc(OCC(=O)Nc2ccon2)c([N+](=O)[O-])c1,0,2%,3%,-3%,-3%,-7%,-8%,-1.8,-6%
C[C@@H]1CN([C@H](C)CO)C(=O)CCCn2nncc2CO[C@H]1CN(C)CC1CC1,-6,-17%,4%,-3%,-4%,-13%,-12%,-0.5,-4%
O=C(NCCO)c1cccc(Cl)c1,0,8%,10%,1%,13%,16%,-6%,0.2,9%
O=C(COC(=O)c1ccc2ncsc2c1)Nc1ncc(Cl)cc1Cl,-19,?,-12%,-4%,-29%,17%,-18%,-3.9,-9%
N#CCCN1CCN(CCC#N)c2ccccc21,4,-1%,-2%,13%,5%,-13%,7%,0.0,13%
CC(CCc1ccccc1)NCC(O)c1cccc([N+](=O)[O-])c1 (stereo not given),2,6%,0%,7%,2%,2%,-3%,-0.2,2%
COc1cccc(-c2nc(CS(=O)(=O)CC(=O)NCCc3ccc(OC)c(OC)c3)c(C)o2)c1,-6,0%,-6%,7%,5%,-1%&20%,19µM*,-1.2,2%&-9%
CCN(CC)c1ccc(NC2=C(Cl)C(=O)c3ccccc3C2=O)cc1,-7,-1%,12%,-9%,-11%,5%,-9%,1.4,-10%
O=C(CCc1nc(-c2ccccc2F)no1)NCCN1CCc2ccccc2C1,-4,2%,7%,-5%,3%,-6%,-10%,-0.4,4%
O=C(O)C(Cc1ccc(Cl)cc1)Sc1nc2ccccc2[nH]1 (stereo not given),-1,-5%,12%,-2%,-9%,2%,?,-0.5,?
N#Cc1ccc[n+](CC(=O)c2ccc(Cl)cc2)c1,2,-8%,-1%,-6%,-5%,30%,-15%,1.4,7%
Cn1c2c(c(=O)n(C)c1=O)C(CC(=O)Nc1ccccc1F)C(=O)N2 (stereo not given),-1,-3%,6%,-17%,4%,14%,-13%,-2.0,-9%
Cc1nc(-c2cccs2)sc1C(=O)O,?,-16%,15%,-3%,2%,-29%,-3%,-1.8,-7%
CCOc1ccc(/C=C/C(=O)c2ccc(-c3ccccc3)cc2)cc1,-3,-9%,5%,0%,2%,-20%,-24%,-2.2,-4%
